High-throughput results: PubChem BioAssay, several laboratories
CCHFV vOTU inh – blocks the CCHF virus ovarian tumor domain protease; CCHFV vOTU protease, Pep-AMC fluorescence; AID 651958; actives 0.55% (n = 370,000); inhibition, % at 11.5 µM; in the data active = inhibition above about 30%; also: 0% = vehicle wells with enzyme and 100% = no enzyme wells
SARS 3CLpro inh – SARS-CoV 3CLpro protease inhibition; inhibition, % at 6 µM; actives 0.14% (n = 290,000); AID 1706; recombinant SARS-CoV 3CLpro, quenched FRET peptide cleavage; P0C6X7; in the data active = inhibition above about 12%
DUSP3 inh – DUSP3 (human) phosphatase inhibition | P51452 | AID 1654 | inhibition, % at 13.3 µM | actives 0.52% (n = 290,000) | recombinant VHR phosphatase, pNPP absorbance; in the data active = inhibition above about 50%; also: some compounds called inactive have numbers as strong as hits
Target sequence (P51452 whole entry, looked up): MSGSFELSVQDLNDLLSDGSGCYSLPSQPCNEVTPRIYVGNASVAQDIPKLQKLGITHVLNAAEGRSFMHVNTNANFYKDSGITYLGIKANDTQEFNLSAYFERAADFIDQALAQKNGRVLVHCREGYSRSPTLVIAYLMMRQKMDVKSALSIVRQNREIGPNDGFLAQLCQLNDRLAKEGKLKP
BoNT F protease – blocks Botulinum neurotoxin F light chain protease; inhibition, % at 10 µM; Multiplex microsphere protease cleavage assay, flow cytometry; actives 0.22% (n = 360,000); in the data active = inhibition above about 35%, passing the limit was not always enough; inconclusive = no clear call, values can overlap the other calls; also: plate controls were buffer without enzyme for full effect and enzyme alone for no effect
BoNT-A LC inh2 – blocks Botulinum neurotoxin A light chain protease | multiplex microsphere protease substrate cleavage, flow cytometry | actives 0.17% (n = 360,000) | inhibition, % at 10 µM; also: plate controls were buffer without enzyme for full effect and enzyme alone for no effect
PrPC surface inh – cell surface PrPC inhibition, primary TR-FRET screen. inhibition, % at 13.8 µM. actives 0.43% (n = 370,000). TR-FRET read-out. AID 720596; in the data active = inhibition above about 24%; also: 0% = median of the test wells and 100% = reference compound wells
MazF activator – activators of E. coli MazEF toxin-antitoxin RNase; AID 504720; actives 0.32% (n = 350,000); FAM/BHQ RNA-DNA oligo cleavage fluorescence, 5 h; activation, % at 20 µM; P0AE70; in the data active = activation above about 50%
Target sequence (P0AE70 whole entry, looked up): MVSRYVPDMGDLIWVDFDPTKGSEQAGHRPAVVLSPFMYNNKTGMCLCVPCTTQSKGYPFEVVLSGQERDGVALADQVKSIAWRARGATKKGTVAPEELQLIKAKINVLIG
Anthrax LF prot – anthrax lethal factor protease inhibition | inhibition, % at 10 µM | AID 588501 | multiplex microsphere protease cleavage assay, LF | actives 0.12% (n = 360,000) | P15917; also: plate controls were buffer without enzyme for full effect and enzyme alone for no effect
PriA SSB inh – K. pneumoniae PriA-SSBct interaction inhibition; AlphaScreen SSBct-PriA binding, biotinylated peptide; inhibition, % at 33 µM; actives 0.6% (n = 430,000); in the data active = inhibition mostly above about 37%, no sharp cut-off; inactive = mostly below about 20%;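 also: plate controls were negative control peptide for no effect and reference peptide for full effect; strong numbers were not always called active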
Rv3671c inh – Rv3671c (M. tuberculosis) protease inhibition. P9WHR9. inhibition, % at 5.96 µM. actives 0.048% (n = 320,000). AID 2606; in the data active = inhibition above about 38%;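 also: extracellular domain of Rv3671c used as enzyme; 0% = enzyme with DMSO and 100% = no enzyme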
Target sequence (P9WHR9 whole entry, looked up, the tested form may be a part): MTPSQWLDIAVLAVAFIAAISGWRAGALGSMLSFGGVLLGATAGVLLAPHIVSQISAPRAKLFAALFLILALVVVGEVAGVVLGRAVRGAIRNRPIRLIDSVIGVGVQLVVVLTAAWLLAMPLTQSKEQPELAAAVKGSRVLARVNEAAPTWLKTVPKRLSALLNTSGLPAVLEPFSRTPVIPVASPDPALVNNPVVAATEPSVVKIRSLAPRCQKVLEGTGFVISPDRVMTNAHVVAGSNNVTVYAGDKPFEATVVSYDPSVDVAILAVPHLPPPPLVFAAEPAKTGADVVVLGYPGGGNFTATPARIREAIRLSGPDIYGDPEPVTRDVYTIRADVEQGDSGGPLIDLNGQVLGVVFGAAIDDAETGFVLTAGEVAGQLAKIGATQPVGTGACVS
* hit, by the source's call; ? = inconclusive; . = not tested or not shown; & = joins results of further samples. Rule as the data show it, unless noted: active = inhibition above about 30%; inconclusive = no clear call, values can overlap the other calls; inactive = below that.

Compound	CCHFV vOTU inh	SARS 3CLpro inh	DUSP3 inh	BoNT F protease	BoNT-A LC inh2	PrPC surface inh	MazF activator	Anthrax LF prot	PriA SSB inh	Rv3671c inh
Cc1c(NC(=S)NNC(=O)CCC(=O)O)c(=O)n(-c2ccccc2)n1C	-9	-3	38	1	-0.4	-8	1	1	-6	9
CCC(=O)c1ccc(N2CCN(C(=O)c3ccccc3F)CC2)c(F)c1	-3	3	-8	-6	-0.4	2	1	5	-4	8
CC1CN(C(=O)/C=C/c2cccc([N+](=O)[O-])c2)CC(C)O1 (configuration not stated)	16	0	.	-3	0.0	-15	6	-1	-8	3
CC1(C)SC2C(NC(=O)COc3ccccc3)C(=O)N2C1C(=O)O (configuration not stated)	0&3	2	8	7&-6	-0.5&-0.2	-3&-5	5&-5	1&9	-10&-4	0&4
COc1cc2c(cc1OC)[C@@H](NC(=O)Cc1ccc(F)cc1)[C@H](OCc1ccccc1)C2	-1	.	.	4	0.2	7	31	-2	-5	.
CC(=O)c1cc(CN2CCC(N3CCC(C(=O)NC(C)C)CC3)CC2)cs1	-14	2	12	2	1.0	-6	6	1	-10	3
CC(=O)NC(CC(=O)OCC(=O)N1c2ccccc2NC(=O)C1(C)C)c1ccccc1 (configuration not stated)	1	.	.	-3	-0.1	-2	2	0	-22	-4
COc1ccc(S(=O)(=O)NC2CCSc3ccccc32)cc1OC (configuration not stated)	2	0	17	3	0.4	3	3	-5	-3	-5
Fc1ccccc1CCNc1c2c(nc3ncnn13)CCCC2	4	0	30	-7	-0.4	12	3	-6	-4	-7
CN1CCN(NC(=O)c2cc([N+](=O)[O-])cc([N+](=O)[O-])c2)CC1	2	-1	17	-2	2.1	-79	2	1	-6	-1
COc1cc(C2C(C#N)=C(N)Oc3cc(C)oc(=O)c32)cc(OC)c1OC (configuration not stated)	1	4	20	?	?	-5	4	-8	2	4
Cc1cc(=O)oc2c(CN3CCOCC3)c(O)ccc12	-400	.	.	-10	-1.5	3	-3	0	-15	.
COc1ccccc1-c1cc(C(=O)Nc2cc(C)n(Cc3ccc(Cl)cc3)n2)no1	-12	1	10	-1	0.3	-8	13	0	5	-7
CC(C)[C@H](NC(=O)c1ccccc1)C(=O)OCC(=O)c1ccc2c(c1)NC(=O)CO2	1	4	9	0	-0.6	2	-10	-1	-12	-2
CC(=O)N/C(=N/c1nc(C)cc(C)n1)Nc1cccc(C)c1	-5	-1	10	?	-3.9	6	-13	-11	.	-1
CCN(C(=O)CN1C(=O)S/C(=C\C=C\c2ccccc2)C1=O)C1CCS(=O)(=O)C1 (configuration not stated)	15	2	3	0	1.0	-17	-28	-2	-14	-24
CCCCNC(=S)NC(C)(C)CO	-1	-4	11	0	-0.7	-9	6	-2	4	-12
O=C(N/N=C/c1ccco1)c1ccc(C(=O)N/N=C/c2ccco2)o1	15	5	-3	0	0.0	-9	-6	-1	.	9
CC1=CC(C)(C)Nc2ccc(OC(=O)CN3C(=O)c4cccc5cccc(c45)C3=O)cc21	-1	7	-4	-5	-0.8	1	-34	-7	20	4
CC(C)(C)N(Cc1ccccc1)C(=O)COC(=O)C1=NN(c2ccccc2)C(=O)CC1	4	.	.	-12	-6.4	3	0	-4	0	.
O=C(CSc1nc2ccccc2c(=O)[nH]1)c1ccc(O)cc1O	13	4	23	2	0.3	8	-13	-4	-7	.
Cc1ccc(-c2nn3c(C)nnc3s2)cc1NC(=O)c1cccnc1	5	1	19	-1	0.2	-4	7	1	-2	3
CN(C(=O)c1ccccc1Cl)c1ccccc1C(=O)NCCc1ccccc1	0	-4	14	7	1.5	-7	-1	2	10	6
CCCCN1C(=O)c2ccc(C(=O)NCc3ccco3)cc2C1=O	7	0	-13	3	-0.5	-5	-6	-6	2	-6
O=C(CNC(=O)c1ccc([N+](=O)[O-])cc1)c1ccccc1	.	9	20	-2	0.3	.	6	0	-2	-7
CN(C)c1ccc(/C(=N\O)c2ccccc2)cc1	-5	-2	17	4	-0.2	-7	0	-4	.	-9
O=C(/C=C/c1ccc(S(=O)(=O)N2CCOCC2)cc1)NC(=S)Nc1ccc(N2CCOCC2)cc1	-2	4	-8	-6	0.7	4	14	-2	-4	10
Cc1cc(N2CCOCC2)n2nc(C)c(-c3ccccc3Cl)c2n1	6	-4	-20	-1	1.6	2	6	-6	-6	.
N#Cc1c(CSCC(=O)O)cc(=O)n2c1[nH]c1ccccc12	7	1	23	-6	0.4	0	-3	-8	-6	3
C=CCNc1nc(N)c(C(=O)Nc2cc(C)on2)s1	-6	7	-5	-7	-1.2	-7	3	1	-2&-9	8
CCCCN1C(=O)C(O)(CC(=O)c2ccccn2)c2ccccc21 (configuration not stated)	5	2	22	-2	-0.4	1	3	-2	4	1
Cc1cccc(NC(=O)c2cc3cc([N+](=O)[O-])ccc3s2)n1	-1	0	16	-8	-0.3	2	4	0	2&2	-9
CC(=O)OC1N=C(c2ccccc2Cl)c2cc(Br)ccc2N(C)C1=O (configuration not stated)	-8	2	19	?	?	-1	-2	-15	1	3
COc1ccc(CP(=O)(c2ccccc2)c2ccccc2)cc1	-5	-6	0	-14	-1.9	7	-1	-15	-3	-1
CCC(C)NC(=O)C(=O)NCc1ccccn1 (configuration not stated)	-8	-2	9	4	-1.3	-9	4	-2	-19	-3
COC(c1ccccc1)c1nnc(CCC(=O)N(C)C(C2CC2)C2CC2)o1 (configuration not stated)	-12	-2	34	-5	-0.1	6	-1	-2	5	2
Cc1ccc(S(=O)(=O)O)c(C)c1N1CCCC1=O	-2	-3	16	-6	-3.1	-4	4	2	-24	-13
COc1ccc(OC)c(Nc2nc(N)c([N+](=O)[O-])c(N3CCOCC3)n2)c1	10	-2	-35	-20	-1.0	-20	8	2	-15	5
Cc1cc(NC(=O)COC(=O)C2CCC2)no1	9	-2	2	-2	-0.4	24	-8	-3	-8	2
CCc1ccccc1N1CSC2=C(C#N)C(c3ccccc3F)CC(=O)N2C1 (configuration not stated)	1	2	21	12	4.3	-5	2	9	8	-4
O=C(O)c1cccc(Sc2cc(Cl)ccc2C(=O)O)c1	-1	.	.	-10	0.0	0	1	-3	-5	-3
O=C1CSC(c2cccc([N+](=O)[O-])c2)N1CCN1CCCCC1 (configuration not stated)	-15	1	2	-4	-0.4	-13	5	-1	-12	1
CCCC(=O)N1CCc2cc(OC)c(OC)cc2C1c1cc2cc3c(cc2[nH]c1=O)OCO3 (configuration not stated)	4	2	.	-3	0.0	0	11	0	-19	-5
CCOC(=O)[C@@H]1[C@H]2COc3cc(OC)ccc3[C@@H]2N2C(=O)N(c3ccc(Br)cc3)C(=O)[C@]12C	-2	.	.	4	-0.1	3	-6	-2	-23	-6
Cc1cc(NCCN(C)C)n2nc(-c3cccs3)cc2n1	-13	0	13	-1	-0.3	-1	4	0	-4	6
CCn1c(CSCc2ccc(C)cc2)n[nH]c1=S	3	0	-2	?	-7.6	0	5	-10	4	.
OC[C@H]1O[C@@H](n2cnc3c(NC4CCCC4)ncnc32)[C@H](O)[C@@H]1O	-1	2	1	-5	0.5	5	7	1	-13	9
O=S(=O)(c1ccc(N2CCC(c3ccc(Cl)cc3)=N2)cc1)N(CCO)CCO	-315	5	14	10	-0.8	-9	3	?	-66	8
COc1ccc(S(=O)(=O)N2CCC(c3nc4ccccc4[nH]3)CC2)cc1	11	-4	8	2	0.3	3	15	0	-6	-5
CCCC[C@@H]1CC2=C(C(=O)OC(C)(C)O2)[C@@H](c2ccc(Cl)cc2)O1	8	.	.	4	-0.4	5	.	3	.	.
O=C1OCC2=C1C(c1ccccc1)CC(=O)N2c1ccc(F)cc1 (configuration not stated)	-12	4	16	4	0.1	4	10	4	3	5
N#C/C(=C\c1ccncc1)C(=O)Nc1ccc(C(=O)O)cc1	15	-5	.	-5	-1.1	-7	7	5	-3	0
Cc1ccc(NC(=O)c2cc3c(=O)oc4ccccc4c3s2)nc1	-14	4	13	31	3.0	7	-10	0	-4	7
Cc1ccc2[nH]c(C)c(CCNCc3cccnc3)c2c1	6	-5	14	-5	0.9	-2	11	-1	12	-6
O=C(CSc1nc2ccc([N+](=O)[O-])cc2[nH]1)c1ccc(Cl)cc1	14	-2	-11	3	0.5	-2	5	1	-1&-11	-43
CC(=O)c1c(C)[nH]c(C(=O)CN2CCN(S(=O)(=O)c3ccccc3[N+](=O)[O-])CC2)c1C	-3	.	.	-7	0.0	-2	-20	-3	-5	2
Cc1ccc(Cn2c(SCc3cccnc3)nc3c2c(=O)n(C)c(=O)n3C)cc1	3	-3	20	-5	0.2	-3	-12	2	-16	-10
Cc1cc(Oc2ccc(Cl)cc2)nc(-c2ccccn2)n1	-11	-3	31	?	3.8	-1	7	5	-10	-3
O=C(NCC1CCCO1)c1ccc(NC(=O)c2ccc([N+](=O)[O-])cc2)cc1 (configuration not stated)	0	2	6	-18	2.7	-25	9	-2	-11	3
O=C(CSc1n[nH]c(-c2ccncc2)n1)Nc1ccc(Cl)c(Cl)c1	-2	1	17	-21	-4.4	0	-22	-1	7	-14

Other results follow:
Compound	CCHFV vOTU inh	SARS 3CLpro inh	DUSP3 inh	BoNT F protease	BoNT-A LC inh2	PrPC surface inh	MazF activator	Anthrax LF prot	PriA SSB inh	Rv3671c inh
O=C(Nc1ccc2c(c1)OCO2)c1ccc2c(c1)OCO2	17	3	-7	-13	-1.0	10	-5	-5	3	-10
CC(C)CCNC(=O)[C@H](Cc1ccccc1)N1Cc2ccccc2C1=O	-7	-4	17	24	-0.6	8	1	-9	-8	4
O=C(Nc1nccs1)C1CC=CCC1C(=O)OCC(F)(F)C(F)F (configuration not stated)	5	.	.	-5	0.4	-1	4	-2	-11	12
O=[N+]([O-])c1ccc(N/N=C/c2cn(-c3ccccc3)nc2-c2ccccc2)cc1	-3	-2	6	3	-0.5	-3	5	0	.	-2
Cc1cccc(NCc2ccccc2O)c1C	2	0	-20	-9	-0.4	2	1	-5	3	7
CC(=O)Nc1ccc(/C=N/N2CCCCC2)cc1	-9	3	-5	5	0.2	4	5	0	.	6
COc1ccc(CN2CCN(C(=O)Cc3ccccc3)CC2)cc1Br	-9	0	-37	16	-2.9	6	1	-2	3	-1
CC1CCCN(CC(O)COc2ccc(Cl)cc2)C1 (configuration not stated)	15	-2	-8	-3	0.5	-4	5	-1	-14	6
O=C(NC1CCCC1)c1ccc(COc2ccccc2Br)o1	5	2	-3	-2	2.5	5	4	0	-24	-1
O=C1C2C(C(=O)N1Cc1ccco1)C1C=CC2C12CC2 (configuration not stated)	10	4	-6	-8	-1.2	4	-6	-6	-2	-2
Cc1ccccc1C1C(C#N)=C2N=C(N)c3c(sc4c3CCCCC4)N2C2=C1C(=O)CCC2 (configuration not stated)	.	4	13	-12	5.8	.	16	-4	25	2

A portion of the library. The share of hits here may be higher or lower than overall.
